Screening data from PubChem BioAssay.
Tb PGK inh: T. brucei PGK inhibition; 0.043% of 380,000 active; Potency, µM (doses to about 57.5 µM), for the others: at the top dose activity change, negative = inhibition, hits mostly inhibitors; PGK/GAPDH coupled, Kinase-Glo luminescence, 60 min; AID 602233; P07378; also: potency is read from the fitted curve at half-maximal effect; % is scaled to controls: 0 for no effect and ±100 for the full control effect; nearly all actives have a fitted effect of over 60% in size
Target sequence (P07378 whole entry, looked up): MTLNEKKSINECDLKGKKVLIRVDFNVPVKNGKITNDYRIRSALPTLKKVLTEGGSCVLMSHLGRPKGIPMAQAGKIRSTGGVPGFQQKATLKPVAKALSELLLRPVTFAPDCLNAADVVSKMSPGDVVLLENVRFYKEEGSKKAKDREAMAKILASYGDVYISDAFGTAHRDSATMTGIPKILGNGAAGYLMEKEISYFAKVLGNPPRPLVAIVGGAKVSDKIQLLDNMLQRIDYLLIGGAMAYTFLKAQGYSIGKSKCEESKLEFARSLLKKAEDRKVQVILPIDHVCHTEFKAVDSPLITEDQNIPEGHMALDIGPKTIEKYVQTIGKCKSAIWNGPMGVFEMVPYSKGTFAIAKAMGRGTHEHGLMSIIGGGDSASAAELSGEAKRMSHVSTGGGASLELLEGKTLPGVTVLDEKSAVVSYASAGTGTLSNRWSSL
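Recombinant glycosomal PGK reaction used 1,3-bisphosphoglycerate generated in-well by GAPDH (100nM final) in 100mM TEA pH 7.6, 5mM MgCl2, 0.01% Tween-20. After 60 minutes at room temperature, ATP was read by Kinase-Glo Plus luminescence end-point.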
PI4K2A block: PI4K2A (human) kinase inhibition. Q9BTU6. purified PI4K2A, ADP-Glo luminescence, 1 h; active compounds read low. activity change, negative = inhibition, % at 76.9 µM. 0.13% of 420,000 active. AID 1346378; in the data active = activity change below about -50%; inconclusive = mostly about -30% to -49%;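 also: -100% = wells without enzyme as full effect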
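In this quantitative HTS, ADP production by PI4K2A was quantified luminescently after 1 h at ambient temperature; 100 microM adenosine served as plate-quality control.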
Pin1 inhibitor: human Pin1 inhibition. Q13526. 0.009% of 390,000 active. AID 504891. Potency, µM (titrated, usually from 115 µM), for the others: at the top dose activity, negative = inhibition, usual class: inhibitors. Pin1 FP peptide displacement, HiFluor488, 10 min; active = well fitted inhibition curve with a large enough effect in the polarisation, with a control signal flat, not every such curve was filed as active; inconclusive = small, poorly fitted or top-dose-only effect, or effect the other way, or a change in a side signal; inactive = no such curve, though single readings can be large or run the other way; the % refers to the polarisation; also: potency is read from the fitted curve at half-maximal effect; % is scaled to controls: 0 for no effect and ±100 for the full control effect
USP1-UAF1 inh: USP1/UAF1 (human) deubiquitinase inhibition | O94782 | 0.23% of 390,000 active | Potency, µM (series often up to 57.1 µM), for inactives: top-dose activity change, negative = inhibition, actives largely listed as inhibitors | recombinant USP1/UAF1, Ub-Rhodamine cleavage fluorescence | AID 743255; also: potency is read from the fitted curve at half-maximal effect; % is scaled to controls: 0 for no effect and ±100 for the full control effect; nearly all actives have a fitted effect of over 60% in size; inactives centre near -12
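In this screen, compounds sit with the deubiquitinase complex (1nM) for 15 min at room temperature before Ub-Rho is added at 150nM final. Fluorescence rise is then followed for 6 reads every 60 seconds.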
rTrxR1 inhibitor: blocks rat thioredoxin reductase 1 | O89049 | recombinant rTrxR1, NADPH fluorescence consumption, selenite substrate | Potency, µM (doses to about 114 µM), for inactives: at the highest dose activity change, negative = inhibition, most hits filed as inhibitors | 1% of 390,000 active; also: potency is read from the fitted curve at half-maximal effect; % is scaled to controls: 0 for no effect and ±100 for the full control effect; nearly all actives have a fitted effect of over 65% in size
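Rat TrxR1 (90 nM in the dispensed reagent) was pre-reduced with 400 uM NADPH for 5 min at room temperature, then incubated with compound for 15 min. After 400 uM selenite was added, NADPH fluorescence (Ex 340/Em 450 nm) was followed for 8 min.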
TrxR1 substrate: is turned over as a substrate by rat TrxR1. O89049. purified TrxR1 substrate turnover, NADPH consumption readout. Potency, µM (series often up to 114 µM), for inactives: top-dose activity change, negative = substrate turnover. 0.01% of 390,000 active; also: potency is read from the fitted curve at half-maximal effect; % is scaled to controls: 0 for no effect and ±100 for the full control effect; nearly all actives have a fitted effect of over 50% in size
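Rat TrxR1, dispensed at 90 nM, was prereduced with 400 uM NADPH (final) for 5 min at ~22 deg C, then incubated with compound 15 min before 400 uM selenite. A first-read NADPH fluorescence drop versus no-compound background flagged substrates.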
HP1b binding inh: blocks HP1-beta chromodomain binding to methylated histone tails; P83916; AlphaScreen HP1-beta / biotin-H3K9me3 peptide binding; Potency, µM (doses to about 114 µM), for inactives: top-dose activity change, negative = inhibition, most hits filed as inhibitors; 0.56% of 390,000 active; also: potency is read from the fitted curve at half-maximal effect; nearly all actives have a fitted effect of over 70% in size; inactives centre near 23
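Compound inhibition of the preformed complex between 50 nM HP1-beta and 50 nM biotinylated H3K9me3 peptide was read by AlphaScreen. Buffer was PBS pH 7.4 with 0.01% Tween-20. Incubations ran 30 min at room temperature, with 10 ug/mL donor/acceptor beads.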
mIDH1 inhibitor: inhibitors of human mutant IDH1 R132H | 0.093% of 390,000 active | Potency, µM (titrated, usually from 76.6 µM), for inactives: at the top dose activity change, negative = inhibition, actives largely listed as inhibitors | IDH1-R132H enzyme, NADPH consumption, diaphorase/resazurin fluorescence; also: potency is read from the fitted curve at half-maximal effect; % is scaled to controls: 0 for no effect and ±100 for the full control effect; nearly all actives have a fitted effect of over 65% in size
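IDH1-R132H (0.5 ug/mL dispensed) in pH 7.5 Tris buffer was preincubated 30 min with compound, then given a substrate mix of 0.016 mM NADPH and 2 mM alpha-KG for 80 min at room temperature; remaining NADPH was read by diaphorase/resazurin fluorescence.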
GLS inhibitor: blocks human kidney-isoform glutaminase activity; 0.21% of 410,000 active; GLS enzymatic activity, qHTS titration; Potency, µM (top dose mostly 45.5 µM), without a hit: top-dose activity change, negative = inhibition, actives largely listed as inhibitors; O94925; also: potency is read from the fitted curve at half-maximal effect; % is scaled to controls: 0 for no effect and ±100 for the full control effect
Target sequence (O94925 whole entry, looked up, canonical isoform): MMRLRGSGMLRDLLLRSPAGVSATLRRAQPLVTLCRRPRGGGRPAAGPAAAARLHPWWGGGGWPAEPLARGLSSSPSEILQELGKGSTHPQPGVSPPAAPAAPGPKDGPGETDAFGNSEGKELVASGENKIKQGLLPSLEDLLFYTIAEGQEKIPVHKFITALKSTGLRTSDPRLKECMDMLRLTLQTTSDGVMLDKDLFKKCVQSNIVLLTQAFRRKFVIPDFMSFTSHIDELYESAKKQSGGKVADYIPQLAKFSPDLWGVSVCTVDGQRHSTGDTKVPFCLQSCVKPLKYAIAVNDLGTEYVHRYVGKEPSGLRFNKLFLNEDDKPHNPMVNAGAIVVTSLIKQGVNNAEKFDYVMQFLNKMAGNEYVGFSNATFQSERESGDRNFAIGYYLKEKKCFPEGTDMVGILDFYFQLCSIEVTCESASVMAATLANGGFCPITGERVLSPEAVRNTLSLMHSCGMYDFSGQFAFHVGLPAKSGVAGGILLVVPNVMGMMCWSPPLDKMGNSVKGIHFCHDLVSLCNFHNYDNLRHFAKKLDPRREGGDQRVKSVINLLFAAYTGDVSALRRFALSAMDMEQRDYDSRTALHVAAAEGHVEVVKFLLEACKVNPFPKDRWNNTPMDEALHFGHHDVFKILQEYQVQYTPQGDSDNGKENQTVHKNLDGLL
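Enzyme dispensed in phosphate buffer (45 mM, pH 8.2, 0.02% Tween-20), compounds pinned in, then 1 mM L-glutamine solution and the glutamate oxidase–HRP–Amplex Red mix added; fluorescence read immediately and again after 30 min at room temperature.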
The depositor's hits bear a star; i = inactive; ? = inconclusive; nt = not tested or not shown; [ ] = dose if it differs, or a comment. Unless noted, calls follow the shape of the dose curve; as a rule, active = well fitted curve in the direction sought with a large enough effect; inconclusive = small, poorly fitted or top-dose-only effect, or another doubt; inactive = no such curve, though single readings can be large; an effect the other way counts as inactive or inconclusive. Some of the compounds tested, so the mix of outcomes need not match the whole.

SMILES | Tb PGK inh | PI4K2A block | Pin1 inhibitor | USP1-UAF1 inh | rTrxR1 inhibitor | TrxR1 substrate | HP1b binding inh | mIDH1 inhibitor | GLS inhibitor
O=C(c1ccc(N2CCOCC2)cc1)N1CCCC(Nc2ccccc2)C1 (configuration not stated) | -2.8% | 2.8 | -7.2% | -30.3% | 2.4% | -6.0% | 25.7% | -10.4% | ?
CCn1cc(S(=O)(=O)c2cc(C)cc(C)c2)c(=O)c2cc(F)c(N3CCC(C)CC3)cc21 | -3.5% | 0.0 | -0.4% | -16.7% | 42.8%[activator] | 50.0%[activator] | -1.7% | 0.0% | -4.4%
COC(=O)c1[nH]c2ccccc2c1NC(=O)CN1CCCc2ccccc21 | -5.4% | -1.9 | 23.8% | -27.4% | -1.1% | -1.3% | -15.0% | -5.4% | 48.2%[activator]
Cc1ccc(N2C(=O)CC(Sc3cccs3)C2=O)cc1 (configuration not stated) | 3.9% | -1.7 | 3.5% | -3.8% | 79.4µM* | -5.6% | 47.1%[activator] | 2.2% | 1.2%
CCc1cc2c(=O)n(N)c(CCC(=O)O)nc2s1 | i | 4.2 | -11.5% | -13.2% | 6.4% | 2.9% | 21.2% | 4.6% | -4.0%
COc1cc2c(cc1OC)C(=NO)CCCC2 | -8.2% | -1.5 | nt | -17.4% | nt | nt | nt | 2.4% | 4.9%
Cc1cc(C)nc(N2CCC(C(=O)NCCc3ccc(F)cc3)CC2)n1 | -8.9% | 5.5 | -11.2% | -3.2% | -4.8% | -4.5% | 8.5% | 5.6% | 6.8%
CCc1c(O)nc(SCC(=O)Nc2c(C)cccc2C)n(-c2ccc(F)cc2)c1=O | -7.1% | 7.7 | nt | -19.1% | nt | nt | nt | 10.1% | -6.3%
Cc1ccc(NC(=O)CSCC(=O)Nc2cccc3ncccc23)cc1 | i | -2.1 | -17.7% | -7.3% | -1.8%[57.1 µM] | 4.4%[57.1 µM] | 25.2% | 0.2% | 1.3%
O=C1CN(C(=O)COc2ccccc2)C(c2ccc(F)cc2)c2cc(Br)ccc2N1 (configuration not stated) | 9.7% | -0.4 | 17.4% | -4.9% | 7.6% | -5.9% | 37.4% | 0.0% | 3.9%
CC(C)NC(=O)CN(C(=O)CCC(=O)Nc1nccs1)c1ccc2c(c1)OCO2 | 3.5% | -0.1 | -0.5% | 1.4% | 14.8%[57.1 µM] | 5.0%[57.1 µM] | 19.9% | 2.7% | -1.5%
CCn1nc(C)c(CN2CCC(Oc3ccc(C(=O)N4CCCC4)cc3)CC2)c1C | -9.5% | -0.2 | -4.9% | -16.1% | 14.3% | -2.6% | 38.7% | -2.9% | -3.3%
COC(=O)Nc1sccc1C(=O)Nc1sccc1C(=O)OC | -4.3% | -5.5 | 51.5%[activator] | -5.0% | -1.2% | 10.0% | 7.6% | -2.1% | 0.7%
CCOc1ccccc1C1C(C#N)=C(N)Nc2onc(-c3ccccc3)c21 (configuration not stated) | -0.3% | ? | -0.3% | -6.7% | -7.8% | -6.7% | 23.9% | 0.8% | 17.4%
Cc1cccc(C)c1NC(=O)CN(C)C(C)C(=O)NCC(=O)Nc1ccc(F)c(F)c1F (configuration not stated) | -3.2% | 5.1 | 1.4% | -6.0% | 8.5% | -2.4% | 34.4% | -3.5% | -2.5%
CCOC(=O)CSc1nc2sc3c(c2c(=O)[nH]1)CC(C)(CC)OC3 (configuration not stated) | i | -1.7 | 8.6% | -10.3% | -13.6%[57.1 µM] | 1.4%[57.1 µM] | 23.0% | 5.9% | -5.4%
CC(C)CCNC(=O)c1ccc2c(Cl)c3c(nc2c1)CCC3 | -3.5% | -3.3 | -0.3% | -2.6% | 2.2%[57.1 µM] | -13.2% | 12.2% | 7.6% | -11.6%
C=CCNC(=O)/C(C#N)=C/c1c(N(Cc2ccccc2)Cc2ccccc2)nc2ccccn2c1=O | -9.0% | 4.7 | ? | -14.1% | -3.4% | -11.2% | -6.6% | -25.7% | 4.5%
C=CCNC(=O)c1onc(CSc2ccccn2)c1C(=O)NCC=C | 8.9% | -1.4 | 4.0% | -3.3% | -5.2%[57.1 µM] | 4.3%[57.1 µM] | 36.2% | -10.6% | 11.0%
O=[N+]([O-])c1cccn2cc(-c3ccc(Br)cc3)nc12 | -21.1% | -1.0 | ? | -12.4% | 4.2%[57.1 µM] | 5.4%[57.1 µM] | -10.9% | 9.1% | 6.4%
Cc1ccc(Cn2c(=N)c(C(=O)NC3CCCC3)cc3c(=O)n4ccccc4nc32)cc1 | i | -5.0 | ? | -6.2% | 33.1% | 98.0%[activator] | 42.9%[activator] | -9.1% | -4.0%
CC(=O)c1ccccc1Oc1cc(NN2CCCCC2)c([N+](=O)[O-])cc1[N+](=O)[O-] | -20.2% | 4.5 | 0.8% | -18.4% | -18.6% | -4.8% | 9.0% | -4.1% | -2.8%
CC1CCCCC1NC(=O)c1ccc(-n2cncn2)c([N+](=O)[O-])c1 (configuration not stated) | i | -2.1 | 0.7% | -20.2% | 9.3% | -3.2% | 38.3% | 4.9% | -7.7%
COc1ccc(CNC(=O)CCNS(=O)(=O)c2ccc(C)cc2)cc1 | i | -2.6 | 1.7% | -6.9% | 0.9% | -6.0% | 34.8%[activator] | 2.7% | 1.6%
O=C(COc1ccccc1Cl)N1CCCC1 | 7.3% | 0.4 | -4.0% | -3.1% | -7.4% | -5.8% | 21.4% | -1.6% | -3.5%
Cc1nc(C)c(-c2ccc(SCC(=O)Nc3ccc(C)c(Cl)c3)nn2)s1 | i | 0.5 | 3.3% | -12.2% | -6.4% | -8.7% | 7.1% | 5.9% | 0.0%
N#CC(C#N)=Cc1ccc(-c2ccc(S(=O)(=O)N=C(N)N)cc2)o1 | -5.5% | -9.4 | ? | ? | ? | 7.1% | 3.3% | -12.1% | -4.5%
COc1cc(C(=O)OCC(=O)N(C)c2ccccc2)cc(OC)c1OC | -6.9% | -0.7 | -1.9% | -20.6% | 19.5%[57.1 µM] | 8.3%[0.0914 µM] | 26.1% | 13.5% | 5.1%
Cc1cccnc1Oc1ncccc1N | -1.8% | 8.0 | -9.0% | -15.9% | 16.3% | 5.3% | 34.5% | 0.8% | -4.0%
CN(C)c1ccc(CNC(=O)c2cnc3sc(N4CCCCCC4)nn3c2=O)cc1 | 9.1% | -1.1 | 6.2% | -22.9% | 7.8%[57.1 µM] | -5.2%[57.1 µM] | -11.0% | 13.4% | -15.6%
CCOC(=O)CN(c1cccc(C(C)=O)c1)S(C)(=O)=O | -2.1% | 1.0 | 0.6% | -3.9% | -34.3% | -4.1% | 21.8% | -1.2% | 1.7%
CCCCN1C(=O)NC(NC(C)=O)(C(F)(F)F)C1=O (configuration not stated) | 7.3% | 11.7 | -2.1% | -12.0% | 5.0%[57.1 µM] | 9.2%[57.1 µM] | 34.2%[activator] | 2.8% | 3.6%
O=C(CCCN1C(=O)/C(=C/c2ccccc2Cl)SC1=S)Nc1ccccn1 | -8.7% | 4.4 | 24.5% | -6.8% | -0.2%[57.1 µM] | 5.0%[57.1 µM] | ? | -1.6% | -12.9%
c1ccc(-n2ncc3c2ncn2cnnc32)cc1 | 3.4% | -24.8 | 0.2% | -18.0% | 12.6% | 8.5% | 26.4% | 0.4% | 4.0%
COc1ccc(NC(=O)c2c(-c3ccccc3)c(-c3ccccc3)nn(C)c2=O)cc1OC | -1.6% | 1.6 | -5.3% | 2.1% | 14.0% | 11.1% | 23.1% | 18.1% | 11.5%
Cc1cc(C)n2nc(SCC(=O)c3cc(C)n(-c4cc(C)on4)c3C)nc2n1 | 2.6% | -3.6 | 11.6% | -15.1% | ? | 4.6% | 3.8% | 1.2% | -3.2%
Cc1cc([N+](=O)[O-])c(C)cc1-c1ccc(/C=N/NC(=O)Cn2nnnc2N)o1 | i | -8.3 | ? | -15.8% | 14.1%[57.1 µM] | -5.1% | -3.5% | 1.4% | -4.2%
CCCOc1ccc(C(C(=O)OCCN(CC)CC)c2ccccc2)cc1 (configuration not stated) | 2.9% | 5.6 | -7.5% | -15.8% | 13.4% | 9.5%[57.1 µM] | -34.4% | 4.5% | 8.9%
COc1ccc(N2CCN(Cc3nnnn3C3CCCCC3)CC2)cc1 | -1.3% | -0.1 | -7.5% | -7.3% | 14.9% | 3.7% | ? | 9.7% | 0.0%
Cc1ccc2nc(-c3ccccc3F)c(Nc3ccc(Cl)cc3)n2c1 | -4.3% | -0.1 | 3.4% | -7.2% | 15.3% | 94.3%[activator] | -24.1% | -6.9% | 14.1%
NC(=O)NC(=O)COC(=O)c1sc2ccccc2c1Cl | -6.5% | 10.1 | 5.4% | -17.4% | 3.6% | -2.7% | 11.1% | -1.5% | 4.4%

Record cards (already shown). Order of values: Tb PGK inh, PI4K2A block, Pin1 inhibitor, USP1-UAF1 inh, rTrxR1 inhibitor, TrxR1 substrate, HP1b binding inh, mIDH1 inhibitor, GLS inhibitor
Shown for COc1ccc(CNC(=O)CCNS(=O)(=O)c2ccc(C)cc2)cc1 : i, -2.6, 1.7%, -6.9%, 0.9%, -6.0%, 34.8%[activator], 2.7%, 1.6%
Shown for Cc1nc(C)c(-c2ccc(SCC(=O)Nc3ccc(C)c(Cl)c3)nn2)s1 : i, 0.5, 3.3%, -12.2%, -6.4%, -8.7%, 7.1%, 5.9%, 0.0%
